Wee1 stabilizer: human Wee1 degradation inhibition, primary screen. P30291. HeLa Luc-Wee1K328M stability, luciferase luminescence; 100% = proteasome inhibitor MG132 effect. reporter increase, % at 5 µM. actives 1.2% (n = 220,000);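 active = activation above the mean of all tested compounds plus 3 SD, set per screening run, cut at about 8.8% in these data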;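 note: cells exposed to compound for 20 h before luminescence read; 0% = DMSO alone and 100% = MG132 at 30 µM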
Target sequence (P30291 whole entry K328M): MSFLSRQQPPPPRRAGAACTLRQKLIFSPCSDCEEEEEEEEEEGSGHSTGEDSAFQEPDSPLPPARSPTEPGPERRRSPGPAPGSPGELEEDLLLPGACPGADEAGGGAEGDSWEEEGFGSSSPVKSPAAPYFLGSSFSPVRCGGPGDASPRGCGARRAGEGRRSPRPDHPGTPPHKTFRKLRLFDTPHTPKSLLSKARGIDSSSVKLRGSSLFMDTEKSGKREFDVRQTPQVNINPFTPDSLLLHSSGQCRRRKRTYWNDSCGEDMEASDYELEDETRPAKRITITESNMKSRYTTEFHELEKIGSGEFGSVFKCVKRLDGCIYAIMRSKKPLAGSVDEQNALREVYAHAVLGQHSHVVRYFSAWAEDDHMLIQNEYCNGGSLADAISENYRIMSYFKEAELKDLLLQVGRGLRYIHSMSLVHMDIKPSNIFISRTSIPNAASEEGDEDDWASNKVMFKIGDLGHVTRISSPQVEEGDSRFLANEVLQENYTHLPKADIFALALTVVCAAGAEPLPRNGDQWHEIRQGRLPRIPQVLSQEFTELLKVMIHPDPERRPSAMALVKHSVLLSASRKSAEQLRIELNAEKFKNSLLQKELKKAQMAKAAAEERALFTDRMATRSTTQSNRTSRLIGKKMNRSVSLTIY
hK5 inh: blocks human kallikrein 5 protease activity; Q9Y337; recombinant hK5, fluorogenic AMC substrate cleavage; inhibition, % at 5 µM; actives 0.59% (n = 210,000);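 active = inhibition of 40% or more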;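 note: 0% = enzyme controls without compound and 100% = no-enzyme blanks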
FXIa inh: factor XIa (human) inhibition; P03951; purified FXIa, Boc-Glu-Ala-Arg-AMC fluorogenic substrate; inhibition, % at 5 µM; actives 0.14% (n = 220,000);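 active = inhibition of at least 40%; inactive = inhibition below 40%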;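 note: fluorescence of freed AMC excited at 355 nm; 0% = enzyme without compound and 100% = no enzyme blank; many of its hits are not listed in these tables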
FXIIa inh: factor XIIa (human) inhibition; P00748; purified FXIIa, Boc-QGR-AMC fluorogenic substrate, 2 h; inhibition, % at 5 µM; actives 0.3% (n = 220,000); AID 800; in the data active = inhibition above about 40%;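 note: 0% = enzyme with no compound and 100% = blank without enzyme; many of its hits are not listed in these tables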
Runt-CBFb FRET: blocks binding of human RUNX1 Runt domain to CBFb. Cerulean-Runt/Venus-CBFb FRET ratio 530/480, 1 h. inhibition, % at 20 µM. AID 1496. actives 0.46% (n = 220,000);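 active = inhibition over about 50% at 20 µM in the single-dose screen, limit read from the data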;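 note: 0% = DMSO wells and 100% = excess unlabeled CBFb competitor control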
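Buffer or medium: Tris pH 7.5 buffer with BSA. Assay system: Cerulean-labeled Runt domain protein. Amount: each fluorescent fusion protein 100 nM. Read-out basis: loss of energy transfer signal. Incubation: 1 h compound exposure, room temperature. Probe or stimulus: Venus-CBFb binding partner, 100 nM. Detection: FRET, excitation 422 nm, emission at 530 and 480 nm.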
Hck Nef HTS: human Hck-Nef kinase inhibition; Recombinant Hck-YEEI plus Nef, Z-Lyte FRET kinase assay; actives 0.68% (n = 220,000); AID 463187; P08631; inhibition, % at 20 µM;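 active = Hck-Nef kinase inhibition above about 50%, limit read from the data; inactive = inhibition below that limit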;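 note: 0% = DMSO with Hck plus Nef and 100% = Hck alone without Nef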
Runt-SMMHC FRET: Runt domain-CBFb-SMMHC interaction inhibition. actives 0.74% (n = 220,000). Cerulean-Runt/Venus-CBFb-SMMHC FRET ratio 530/480, 1 h. Q01196+Q13951. inhibition, % at 20 µM;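 active = mean inhibition across duplicate retests at 20 µM reaching about 50%, limit read from the data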;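 note: 0% = DMSO wells and 100% = wells with excess untagged CBFb-SMMHC; inhibitors lower the FRET ratio by blocking Runt binding to CBFb-SMMHC; some results filed as inactive read as strong as hits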
Thrombin inh: inhibitors of human thrombin; inhibition, % at 5 µM; alpha-thrombin, Boc-VPR-AMC fluorogenic substrate cleavage; actives 0.26% (n = 220,000);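 active = inhibition at or above 40%; inactive = inhibition below 40%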;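 note: 0% = enzyme with no compound and 100% = wells without enzyme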
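Test system: human alpha-thrombin; medium: pH 7.5 Tris-saline with Tween 20; times: reaction at room temperature; signal: AMC fluorescence at 355 nm excitation and 460 nm emission; also added: Boc-VPR-AMC substrate, 15 µM final; dosing: one concentration per compound, 5 µM, with 0.2% DMSO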
14-3-3 Bad PPI: disrupts binding of bovine 14-3-3 zeta to phospho-Bad peptide | inhibition, % at 21.7 µM | actives 0.71% (n = 220,000) | P63103 | AID 781 | TR-FRET 14-3-3zeta/Dy647-pBad peptide displacement, 1 h;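 active = inhibition above about 70%, limit read from the data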;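 note: 0% = full 14-3-3 plus peptide FRET controls and 100% = background without 14-3-3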
Target sequence (P63103 whole entry, looked up): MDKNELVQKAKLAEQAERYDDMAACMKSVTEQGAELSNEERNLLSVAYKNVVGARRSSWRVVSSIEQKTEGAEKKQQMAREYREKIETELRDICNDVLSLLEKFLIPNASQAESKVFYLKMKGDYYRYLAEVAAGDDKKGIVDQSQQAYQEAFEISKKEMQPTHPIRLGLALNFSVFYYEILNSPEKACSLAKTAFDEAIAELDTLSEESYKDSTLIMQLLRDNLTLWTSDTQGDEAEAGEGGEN
* = called active by the depositor; . = not tested or not shown; [ ] = another dose, or the depositor's remark.

Wee1 stabilizer,hK5 inh,FXIa inh,FXIIa inh,Runt-CBFb FRET,Hck Nef HTS,Runt-SMMHC FRET,Thrombin inh,14-3-3 Bad PPI,compound
0,-4,-4,.,-1,-13,0,-8,-6,COc1ccc2c(c1)C(=O)N(c1ccccc1C)C(=O)C2(C)C
-2,2,5,17,6,17,0,-5,-3,O=C1/C(=C/c2ccccc2)SC(=S)N1C1CCS(=O)(=O)C1 (stereo not given)
0,4,4,6,0,20,2,3,5,COc1ccc(N2C(=O)c3ccccc3S2(=O)=O)cc1
2,-17,3,10,23,4,59*,4,-11[fluorescence artefact?],CCOC(=O)C1=C(CSc2nc3c(cc2C#N)CN(C)CC3)OC(N)=C(C#N)C1c1ccc(Cl)cc1 (stereo not given)
-2,-1,3,11,-1,3,2,-4,4,O=[N+]([O-])c1cc(S(=O)(=O)Nc2ccccc2)ccc1NCc1cccnc1
.,0,-1,2,-1,24,-1,-1,0,C=C1CCN([C@@H](C)C(=O)NCc2ccc(Cl)cc2)S(=O)(=O)c2ccccc21
3,20,-16,-20,0,3,0,-8,12[fluorescence artefact?],CCC(C)NC(=O)CCCCCn1c(=O)[nH]c2cc(OC)c(OC)cc2c1=O (stereo not given)
6,-1,2,3,2,47,-1,2,-17,CCOC(=O)c1c(C)[nH]c(C)c1C(=O)CSc1ncccn1
4,1,-1,3,-1,14,0,-4,-4,NS(=O)(=O)c1ccc(CNS(=O)(=O)c2cccc3nonc23)cc1
2,-11,1,11,1,0,1,4,-13,COC(=O)c1sc(=S)n(-c2ccc(Cl)cc2)c1C
-1,-8,6,9,-1,-2,-6,1,-8,O=C(NNC(=O)c1ccc2c(c1)OCO2)NC1CCCCC1
1,-7,2,14,-2,14,3,0,-12,CCCC1(C(=O)OCC)NC(c2ccc(N(C)C)cc2)C2C(=O)N(c3ccc4c(c3)OCCO4)C(=O)C21 (stereo not given)
1,12,-3,7,6,0,16,-9,-1,O=C(CSc1ncnc2ccccc12)c1ccc2c(c1)OCCO2
1,5,0,11,.,24,.,2,-4,COc1ccc(CC(NC(C)=O)C(=O)NC2CCN(S(=O)(=O)c3ccc(NC(C)=O)cc3)CC2)cc1OC (stereo not given)
1,0,5,14,2,0,0,1,-3,C=CCOC(=O)C1=C(C)NC(=O)NC1c1ccc(Cl)cc1 (stereo not given)
1,10,-1,11,3,0,-7,-5,1,CCS(=O)(=O)Nc1ccc2c(c1)N(C(C)=O)c1ccccc1CC2
0,-5,-3,3,0,5,3,-9,-13,O=C(O)c1ccc(Cl)c(S(=O)(=O)Nc2cccc(C(=O)Nc3cccc(C(F)(F)F)c3)c2)c1
-1,0,-5,0,1,10,0,-11,4,COc1ccc(CNc2nc3nc(-c4ccccc4)cc(=O)n3[nH]2)cc1OC
1,2,0,.,0,-6,-1,1,-7,CCOC(=O)CN=C/C(C(=O)Nc1nccs1)=C(/C)O
-2,-23,2,-5,-2,-1,2,2,-16[fluorescence artefact?],Cc1nnc(N/N=C/c2ccc(O)c([N+](=O)[O-])c2)[nH]c1=O
0,.,7,19,-5,5,-12,2,-5,COc1cccc(/C=C/C(=O)Nc2ccc3nc4n(c(=O)c3c2)CCCC4)c1OC
3,-8,2,-4,-2,1,-6,-3,14[fluorescence artefact?],CCOC(=O)c1sc(NC(=O)CSc2nc(-c3ccco3)cc(C(F)(F)F)n2)c(C#N)c1C
0,-8,-4,-3,0,2,-4,-5,4[fluorescence artefact?],COc1ccccc1-n1c(SCC(=O)N2CCCC2)nc2cccnc21
0,-1,5,7,0,-18,0,2,-2,CNCc1c(OCc2ccccc2F)ccc2ccccc12
2,-15,-2,3,2,11,3,-3,-12[fluorescence artefact?],O=C(c1cccc(S(=O)(=O)NCCOc2ccccc2)c1)N1CCN(c2ncccn2)CC1
1,-10,2,9,0,0,0,-1,-2,Cc1oc(-c2ccccc2)nc1C(=O)OCC(=O)NC(=O)NCC(C)C
2,-16,-14,-9,2,4,3,-12,-2[fluorescence artefact?],O=C(Nc1cccc(F)c1)c1ccc(CSc2ccccc2)o1
2,-46,-7,3,-1,2,0,1,-6,Cc1ccc(CSc2nnc(C)c(=O)[nH]2)cc1
2,-7,-3,4,2,1,2,0,-6[fluorescence artefact?],CCSc1nnc(NC(=O)C2CC=CCC2C(=O)O)s1 (stereo not given)
2,-1,-2,6,-1,14,0,-1,-13,O=C(c1cccc(F)c1)N(Cc1nc2ccccc2c(=O)[nH]1)C1CCCC1
3,-6,-4,6,0,11,-3,2,90*,CC(=O)c1csc(Nc2ccccc2Cl)n1
-3,-3,-4,2,2,19,4,-14,-17,Cc1ccc(CN2CCC(CO)(CC3CCCCO3)CC2)o1 (stereo not given)

Record cards, from the list above. Order of values: Wee1 stabilizer	hK5 inh	FXIa inh	FXIIa inh	Runt-CBFb FRET	Hck Nef HTS	Runt-SMMHC FRET	Thrombin inh	14-3-3 Bad PPI
Listed for `O=C(Nc1cccc(F)c1)c1ccc(CSc2ccccc2)o1` → 2	-16	-14	-9	2	4	3	-12	-2[fluorescence artefact?]
Listed for `Cc1ccc(CN2CCC(CO)(CC3CCCCO3)CC2)o1` (stereo not given) → -3	-3	-4	2	2	19	4	-14	-17

Following part
Wee1 stabilizer,hK5 inh,FXIa inh,FXIIa inh,Runt-CBFb FRET,Hck Nef HTS,Runt-SMMHC FRET,Thrombin inh,14-3-3 Bad PPI,compound
-1,-3,5,12,0,1,0,-7,12[fluorescence artefact?],COc1ccc(-c2nc(CS(=O)(=O)CC(=O)Nc3ccc(Cl)cc3)c(C)o2)cc1
2,-1,-3,7,0,-3,2,-5,0,O=C1CC(N2CCC(C(=O)N3CCCCC3)CC2)C(=O)N1 (stereo not given)
-3,-14,-4,8,-1,0,0,-10,-32,CCNc1ccc(S(=O)(=O)N(C)C)cc1NCC(=O)Nc1ccccc1F
-1,-29,-5,-6,-1,1,-1,-6,38[fluorescence artefact?],CCOCCCNCc1ccc(OC)cc1
0,-6,-8,-6,0,0,-10,-5,-4,O=C(CSc1nnc(-c2c[nH]c3ccccc23)o1)c1ccccc1
2,-23,7,6,0,25,1,3,-11,O=C(O)c1cnc(-c2ccccc2)nc1Oc1ccccc1
5,1,4,7,-2,16,-5,-3,-8,NNC(=O)CS(=O)(=O)c1ccc(Cl)cc1
2,-13,6,15,2,2,3,-1,7,CC(=O)Nc1c(C(=O)N2CCN(c3ccccn3)CC2)cnn1-c1ccc(C)cc1
.,-3,-3,3,1,65*,3,-7,0,CC(C)[C@H](CO)Nc1nc(Nc2ccc(Cl)c(C(=O)O)c2)c2ncn(C(C)C)c2n1
1,5,12,18,0,3,2,4,7,COc1cccc(/C=N\NC(=O)c2sc(N)nc2C)c1OC
5,-12,-9,6,1,0,0,-14,1,CCC(C)(c1nnnn1-c1c(C)cccc1C)N(N=O)c1ccccc1Cl (stereo not given)
0,-6,4,19,2,-1,2,4,-6,COc1ccc(NC(=O)CN(c2ccc(C)cc2)S(C)(=O)=O)c(OC)c1
3,-14,4,8,-2,1,-6,-3,11,CCN(CC)CCCNC(=O)c1nn(-c2ccccc2OC)c(=O)c2ccccc12
-3,17,2,12,2,9,-5,4,-4,COc1ccccc1C(=O)N1CCN(Cc2cn[nH]c2-c2ccc(F)cc2F)CC1
4,-5,6,9,-1,1,4,1,16,Cc1cccc(Nc2nc3ccccc3s2)c1C
1,3,-2,-3,3,-5,3,-1,7,CCC(=O)Nc1cc2c(cc1C(=O)CC)OCCO2
1,-1,-3,9,-3,19,-2,-10,-14,CCOc1cnc(-c2c(-c3ccccc3Cl)noc2C)o1
-2,-10,-4,3,-3,3,1,-3,-4[fluorescence artefact?],CC(=O)Nc1nonc1-c1nc2ccccc2n1Cc1nnc(C)o1
5,3,1,10,-2,2,-1,-1,-1,O=C(C(=O)N1CCc2ccccc2C1)c1c[nH]c2ccccc12
-4,-13,-13,-7,0,-1,-8,-1,6,COCCCNC(=O)Cn1nc(-c2ccc(C)cc2)ccc1=O
.,6,5,14,0,29,4,-1,-1,CC1CCCN(c2ncnc3c2cnn3-c2ccc(Cl)cc2)C1 (stereo not given)
-1,7,-1,8,-2,-2,-13,-6,-3,O=C(C1CCCCC1)N1CCCC(c2nc3c(nnn3Cc3ccccc3)c(=O)[nH]2)C1 (stereo not given)
6,2,0,7,2,18,3,2,15,NS(=O)(=O)c1ccc(CCNC(=O)CCCn2c(=O)[nH]c3ccc(Br)cc3c2=O)cc1
2,-12,1,-4,-7,-2,-4,-1,-3,O=C(Nc1cccc2ncccc12)C(c1ccccc1)c1ccccc1
-3,5,-8,4,4,5,10,-1,13,O=C(N/N=C/c1ccc(Cl)cc1Cl)c1n[nH]c2c1CCCC2
1,2,6,-3,2,4,-3,0,-9,Cc1cc(C)nc(SCC(=O)Nc2ccccc2[N+](=O)[O-])n1
-2,-21,3,14,-4,1,0,-2,-18,CCN(CC)S(=O)(=O)c1cc(NS(=O)(=O)c2cc(Cl)ccc2Cl)ccc1C
2,-2,-1,8,-2,6,0,-2,-3,Cc1ccc(S(=O)(=O)NN/C(=N/S(=O)(=O)c2ccccc2)c2ccccc2)cc1
2,-27,-6,-3,1,7,2,-4,2[fluorescence artefact?],O=C(O)c1cccc(-n2cnnn2)c1
0,-3,0,3,11,0,16,0,2,O=C(CSc1nnc(-c2ccco2)n1Cc1ccccc1)c1ccc(F)cc1

Screens deposited in PubChem BioAssay by several laboratories.
